# a7 integrin act: qHTS for Activators of Integrin-Mediated Alleviation for Muscular Dystrophy. alpha7betagal myoblasts, beta-gal FDG fluorescence, 48 h. Potency, µM (top dose mostly 38.3 µM), for inactives: at the top dose activation, actives largely listed as activators. 0.064% of 350,000 active. AID 624291, 2012;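 note: potency is the fitted concentration of half-maximal effect; 100% = response of the positive control SU9516; nearly all actives have a fitted effect of over 60% in size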
#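 Alpha7betagal+/- myoblasts (passage 13) were plated 16-24 hr, then exposed to compounds (1:260 dilution of DMSO stock) for 48 hours at 37C. After MPER lysis, β-galactosidase reporter activity was read as FDG fluorescence (ex 480/em 540) after 30 minutes.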
# PTAP TSG101 blk: qHTS Assay for Iinhibitors of HIV-1 Budding by Blocking the Interaction of PTAP/TSG101. Tumor susceptibility gene 101 protein (Homo sapiens), Q99816. 340,000 tested, under 10 active. Fluorescence polarization, FITC-PTAP peptide / Tsg101 binding. Potency, µM (highest dose often 115 µM), for the others: at the highest dose activity change, negative = inhibition, most hits filed as inhibitors. AID 493005, 2010; active = well fitted inhibition curve with a large enough effect in the main read-out, with a control signal flat, not every such curve was filed as active; inconclusive = small, poorly fitted or top-dose-only effect, or effect the other way, or a change in a side signal; inactive = no such curve, though single readings can be large or run the other way; note: potency is the fitted concentration of half-maximal effect; % of control where 0% means no effect
#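 Steps: Tsg101 binding domain dispensed (10 uM final), compounds pinned in DMSO, FITC-labeled PTAP-motif peptide added (50 nM final); after 20 min binding at room temperature, polarization measured.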
# BCR signal inh: qHTS Assay to Find Inhibitors of Chronic Active B-Cell Receptor Signaling; ABC-DLBCL IkBa-CBG/CBR reporter, luminescence ratio, 4 h; Potency, µM (series often up to 46.1 µM), for the others: at the highest dose ratio change, negative = lower green/red ratio, hits mostly inhibitors; 0.05% of 340,000 active; active = well fitted inhibition curve with a large enough effect in the signal ratio, with a control signal flat, not every such curve was filed as active; inconclusive = small, poorly fitted or top-dose-only effect, or effect the other way, or a change in a side signal; the % refers to the signal ratio;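 note: potency is the fitted concentration of half-maximal effect; plate controls were basal doxycycline-induced cells for no effect and cells given 10 µM MG132 for full effect; MG132 reads +100%, hits lower the ratio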
#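 Doxycycline induced both beetle luciferases in TMD8 lymphoma cells; IKK-driven degradation limits the IkappaBalpha-fused green signal, while red luminescence normalises for cell number and nonspecific effects. Compounds tested up to 46 uM, 4 hrs.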
# GALK inh: qHTS Assay for Inhibitors of Human Galactokinase (GALK). P51570. Purified GALK, Kinase-Glo residual ATP luminescence. Potency, µM (series often up to 57.5 µM), without a hit: top-dose activity change, negative = inhibition, actives largely listed as inhibitors. 0.007% of 270,000 active; note: potency is the fitted concentration of half-maximal effect; % is set by controls: 0 for no effect and ±100 for the full control effect
#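 Luminescence from leftover ATP (Ultra-Glo luciferase/luciferin) served as read-out after a 1 h room-temperature reaction of 5 nM GALK with 35 uM ATP and 100 uM galactose.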
# Tb PFK block: qHTS Assay to Find Inhibitors of T. brucei phosphofructokinase; ATP-dependent 6-phosphofructokinase (Trypanosoma brucei brucei), O15648; T. brucei PFK, ADP-Glo luminescence; Potency, µM (doses to about 57.5 µM), for inactives: at the highest dose activity, negative = inhibition, usual class: inhibitors; 0.17% of 330,000 active;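 note: potency is the fitted concentration of half-maximal effect; 0% = uninhibited 1x PFK enzyme wells and -100% = no-enzyme wells; nearly all actives have a fitted effect of over 60% in size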
# Target sequence (O15648 whole entry, looked up): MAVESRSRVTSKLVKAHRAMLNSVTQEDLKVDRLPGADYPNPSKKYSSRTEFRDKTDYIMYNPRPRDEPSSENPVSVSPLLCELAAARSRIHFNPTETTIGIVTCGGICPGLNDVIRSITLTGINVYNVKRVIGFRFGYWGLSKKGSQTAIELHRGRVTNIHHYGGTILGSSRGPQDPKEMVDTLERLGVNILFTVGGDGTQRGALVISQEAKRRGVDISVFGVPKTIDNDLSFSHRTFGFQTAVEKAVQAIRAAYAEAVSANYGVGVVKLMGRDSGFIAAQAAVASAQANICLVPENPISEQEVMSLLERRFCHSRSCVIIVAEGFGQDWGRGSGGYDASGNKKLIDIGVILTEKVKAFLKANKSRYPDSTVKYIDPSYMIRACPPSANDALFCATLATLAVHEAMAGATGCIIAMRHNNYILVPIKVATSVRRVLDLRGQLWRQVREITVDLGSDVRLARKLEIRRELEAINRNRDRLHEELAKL
#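 In TEA buffer at pH 8.0 with 5 mM MgCl2, enzyme (1.25 nM) converted F6P (0.5 mM) and ATP (0.1 mM) for 45 min at room temperature. ADP product was read by luciferase luminescence.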
# Giardia kill: Small Molecules that selectively kill Giardia lamblia: qHTS | Giardia lamblia trophozoite viability | activity change, % at 7.66 µM, hits read low | 0.15% of 340,000 active; in the data active = activity change below about -80%; inconclusive = between about -30% and that limit;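 note: parasites exposed to compound for two days anaerobically before the ATP read; % is set by controls: 0 for no effect and ±100 for the full control effect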
#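 Media and compound were dispensed first, then trophozoites at 100 cells/well; plates sat 48 hrs at 37 deg C without oxygen before ATP luminescence reagent was added and read after 15-30 min at room temperature.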
# S-ASM inh: Inhibitors of Secretory Acid Sphingomyelinase (S-ASM): qHTS; placental ASM, HMU-PC fluorogenic substrate, 60 min; 0.006% of 340,000 active; AID 504937, 2011; Potency, µM (top dose mostly 57.5 µM), without a hit: top-dose activity change, negative = inhibition, most hits filed as inhibitors; note: potency is the fitted concentration of half-maximal effect
#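 Human placenta-derived ASM enzyme was preincubated with compound for 10 minutes at room temperature, then given fluorogenic substrate HMU-PC0 (9 uM final) for 60 minutes at 37 °C; a pH 10 stop preceded fluorescence reading at Ex 386/Em 447 nm.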
# B2AR arrestin: qHTS assay of beta-arrestin-biased ligands of beta2-adrenergic receptor; Beta-2 adrenergic receptor (Homo sapiens), P07550; beta-arrestin recruitment to beta2AR, cell-based reporter; Potency, µM (titrated, usually from 46.1 µM), without a hit: at the highest dose activation, usual class: activators; 0.02% of 330,000 active; AID 492947, 2010;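 note: potency is the fitted concentration of half-maximal effect; 0% = DMSO controls and full agonism = EC100 isoproterenol or metaproterenol; nearly all actives have a fitted effect of over 65% in size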
# Menin MLL FP TR: qHTS Assay for Inhibitors Targeting the Menin-MLL Interaction in MLL Related Leukemias: Competition With Texas Red Labeled MLL-derived Mutant Peptide. O00255. Menin + Texas Red MLL mutant peptide, fluorescence polarization. 0.23% of 270,000 active. Potency, µM (series often up to 61.6 µM), for inactives: top-dose FP activity change, negative = inhibition, hits mostly inhibitors; active = well fitted inhibition curve with a large enough effect in the polarisation, with a control signal flat, not every such curve was filed as active; inconclusive = small, poorly fitted or top-dose-only effect, or effect the other way, or a change in a side signal; inactive = no such curve, though single readings can be large or run the other way; the % refers to the polarisation; note: potency is the fitted concentration of half-maximal effect; % of control where 0% means no effect; many of its hits are not listed in these tables
# FBPA coupling cs: qHTS Assay for Inhibitors of Fructose-1,6-bisphosphate Aldolase from Giardia Lamblia: Coupling assay counterscreen; AID 2472, 2010; coupling enzyme system counterscreen, AmpLite Red fluorescence; activity change, negative = inhibition, % at 58.2 µM, hits read low; 0.67% of 290,000 active; in the data active = activity change below about -30%; note: % is set by controls: 0 for no effect and ±100 for the full control effect
#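 Fluorescence at 525 nm excitation and 598 nm emission measured inhibition of the coupled detection system without aldolase. Compounds (at 57.5 uM final) were preincubated 10 min at room temperature with coupling enzyme reagent before a 20 min substrate/AmpLite Red step.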
# PKM2 activator: qHTS Assay for Activators of Human Muscle isoform 2 Pyruvate Kinase | 0.34% of 260,000 active | purified PKM2, Kinase-Glo ATP luminescence, activation; response scale: 0% is enzyme alone, no compound | Pyruvate kinase PKM (Homo sapiens), P14618 | Potency, µM (series often up to 57.5 µM), for the others: top-dose activation, hits mostly activators | AID 1631, 2009; note: potency is the fitted concentration of half-maximal effect; % is set by controls: 0 for no effect and ±100 for the full control effect; nearly all actives have a fitted effect of over 55% in size
# Target sequence (P14618 whole entry, looked up, canonical isoform): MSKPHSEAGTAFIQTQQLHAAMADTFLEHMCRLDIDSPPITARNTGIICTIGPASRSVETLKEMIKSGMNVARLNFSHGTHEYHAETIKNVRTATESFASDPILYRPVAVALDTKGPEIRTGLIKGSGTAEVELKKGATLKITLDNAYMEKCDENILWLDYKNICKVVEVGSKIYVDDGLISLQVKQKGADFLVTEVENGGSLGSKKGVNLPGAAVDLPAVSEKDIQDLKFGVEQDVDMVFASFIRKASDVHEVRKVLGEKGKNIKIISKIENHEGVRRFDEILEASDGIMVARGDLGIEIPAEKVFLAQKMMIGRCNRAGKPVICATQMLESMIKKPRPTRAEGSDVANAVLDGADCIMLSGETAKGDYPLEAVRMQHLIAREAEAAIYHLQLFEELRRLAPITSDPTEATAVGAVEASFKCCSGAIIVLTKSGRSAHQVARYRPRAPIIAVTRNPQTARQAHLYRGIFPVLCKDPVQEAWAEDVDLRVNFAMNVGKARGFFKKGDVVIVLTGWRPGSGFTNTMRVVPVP
#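 Kinase-Glo luminescence reports ATP generated from ADP (0.1 mM) and PEP (0.5 mM) by purified hPK-M2 after 1 h at room temperature, pH 7.2 imidazole buffer; intermediate enzyme activity allows detecting inhibitors and activators.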
# * = called active by the depositor; ? = inconclusive; . = no result given; [ ] = dose if it differs, or a comment. Unless noted, calls come from the whole dose curve; as a rule, active = well fitted curve in the direction sought with a large enough effect; inconclusive = small, poorly fitted or top-dose-only effect, or another doubt; inactive = no such curve, though single readings can be large; an effect the other way counts as inactive or inconclusive. A portion of the library; rates above refer to the full screens.
# Every second line gives: a7 integrin act, PTAP TSG101 blk, BCR signal inh, GALK inh, Tb PFK block, Giardia kill, S-ASM inh, B2AR arrestin, Menin MLL FP TR, FBPA coupling cs, PKM2 activator
COc1ccc(-c2nc(N)nc(N)n2)c(O)c1
→ 22%, -2%, ?, ., -1%, 6, 3%, 0.3%, ., ., .
Cc1ccc(Nc2nc(N)nc(CSc3nc(C)cc(C)n3)n2)cc1
→ -20%, -3%, ., 2%, ., -8, 0%, ., -9%, 1, 2%
COc1ccc(C2(O)C(=O)Nc3ccc(C)cc32)cc1 (stereo not given)
→ 17%, 2%, 3%, -2%, 2%, 3, 3%, -1.0%, -15%, 1, .
COc1ccc(N=C2C(=O)Nc3c(C)cccc32)cc1
→ 3%, -4%, ?, 1%, 4%, -20, -3%, -0.1%, -15%, -10, 1%
Cc1ccc(NS(=O)(=O)c2ccc(C(=O)NCCCN3CCCC3=O)cc2)cc1
→ 1%, -3%, 3%, ., -1%, 26, 3%, -0.5%, ., ., .
CC(=O)c1cccc(NC(=O)N2CCC(NC(=O)C3CCCCC3)CC2)c1
→ -15%, -1%, -1%, -3%, 0%, 5, -1%, -0.2%, 5%, -2, -2%
c1ccc(-n2cnnc2SCc2nc3ccccc3s2)cc1
→ 2%, 0%, -1%, 2%, 2%, -3, 3%, -0.5%, ?, 0, 3%
Cc1noc(C)c1CC(=O)Nc1ccc2c(c1)OCO2
→ 25%, -6%, -2%, ., -2%, 4, -1%, 0.3%, ., ., .
CCOc1ccccc1Nc1nc(-c2cccnc2)cs1
→ 12%, 0%, -6%, -1%, 0%, 8, -1%, -1.2%, 7%, 0, 3%
CCN1CCN(c2ccc(S(=O)(=O)N3CCOCC3)cc2NC(=O)CCC(C)C)CC1
→ -14%, -5%, 4%, ., 13%, -1, 4%, -0.2%, ., ., .
Cc1ccc(CN2C(=O)CCC2C(=O)NCCCN2CCCCC2C)cc1 (stereo not given)
→ 5%, 1%, ?, -1%, -5%, -22, 3%, -1.1%, -28%, 1, 2%
CCCCN(C(=O)c1ccc(Cl)cc1)C1CC2CCC(C1)N2C (stereo not given)
→ -8%, 0%, -1%, 0%, 0%, 0, -3%, 0.2%, 2%, 3, 0%
CN(C1CCCCC1)S(=O)(=O)c1cccc2nsnc12
→ -2%, -6%, 9%, -3%, 1%, -28, 2%, -0.9%, 0%, 3, .
NS(=O)(=O)c1ccc(-n2nncc2C23CC4CC(CC(C4)C2)C3)cc1
→ 20%, 0%, -1%, 4%, 3%, -9, 2%, 0.0%, -7%, -1, 0%
CCOC(=O)c1ccc(-c2ccc(C=O)o2)cc1
→ -11%, -1%, ?, 13%, 1%, -14, 316%[activator], 0.1%, ., -2, 3%
O=C(CN1CCN(C(=O)N2CCCCC2)CC1)Nc1ccc(F)cc1
→ -1%, -2%, 2%, 1%, -1%, 3, 1%, 0.1%, 29%, 3, 11%
Cc1nc2c(C)cccn2c(=O)c1NC(=O)c1ccc(Br)o1
→ 17%, -9%, 2%, ., 3%, 17, 4%, 5.2%, ., ., .
COc1ccc(C2=NN(C(=O)CSc3nc(=O)n4ccc(C)cc4n3)C(c3ccc(C)cc3)C2)cc1 (stereo not given)
→ -1%, -2%, 7%, ., 3%, -12, ., 0.1%, ., ., .
O=C(COc1ccc2c3c(c(=O)oc2c1)CCCC3)NCC(O)c1ccccc1 (stereo not given)
→ -28%, -3%, 2%, 1%, -8%, -5, 6%, 0.5%, ., ., .
Cc1ccc(-c2nc(C=Nc3cccc(C)c3)c(O)o2)cc1
→ 1%, 3%, -2%, 1%, 4%, -5, 6%, -0.2%, ?, 1, 3%
O/C(=C\Sc1nnc(Cc2ccccc2)o1)c1ccc(Br)cc1
→ 14%, -5%, -1%, 5%, 1%, -10, -2%, -1.6%, 10%, 4, 0%
COc1ccccc1C(=O)Nc1nc(-c2cccs2)c(NC(C)=O)s1
→ -2%, -8%, ?, -2%, -2%, -13, 17%, -1.0%, ?, 1, -6%
CC(=O)Cn1nnc2sc(-c3ccccc3)cc2c1=O
→ ?, -5%, ?, 1%, 5%, -2, 31%, -0.9%, ?, 1, -1%
O=[N+]([O-])c1ccccc1OCCN1CCOCC1
→ -15%, -8%, 4%, 2%, 1%, 0, 2%, 4.4%, 5%, 0, 0%
Cc1ccccc1OCC(O)CN1CCN(C)CC1 (stereo not given)
→ 18%, -2%, -1%, -1%, 12%, 5, 1%, -0.1%, -2%, 4, 0%
CCc1nc(SCC(=O)Nc2nnc(CC)s2)c2c(C)c(C)sc2n1
→ 0%, -3%, 0%, 2%, 1%, -10, -2%, 0.0%, 0%, 3, 5%
NC(=O)CSc1nnc(-c2ccc(S(=O)(=O)N3CCOCC3)cc2)n1Cc1ccccc1
→ 29%, ., ?, -4%, 1%, -12, 0%, -0.5%, ?, 4, -4%
CCCCN(C(=O)c1cc(-c2ccc(F)cc2)nc2ccccc12)c1c(N)n(CCCC)c(=O)[nH]c1=O
→ -21%, 1%, 4%, ., 1%, -16, 7%, -0.1%, ., ., .
CC(C)(C)n1nc2c(c1NC(=O)c1ccc(S(=O)(=O)N3CCCC3)cc1)CS(=O)C2 (stereo not given)
→ -12%, -4%, 13%, 2%, 1%, -3, 4%, 0.2%, -1%, 2, 1%
O=C(CSCC(=O)OCC(=O)c1ccc(Br)cc1)Nc1ccc(Br)cc1
→ -6%, -4%, -10%, ., 0%, -2, -7%, -0.8%, ?, -16, -11%

# Entries above that contain a furan ring, fused or not:
# Every second line gives: a7 integrin act, PTAP TSG101 blk, BCR signal inh, GALK inh, Tb PFK block, Giardia kill, S-ASM inh, B2AR arrestin, Menin MLL FP TR, FBPA coupling cs, PKM2 activator
CCOC(=O)c1ccc(-c2ccc(C=O)o2)cc1
→ -11%, -1%, ?, 13%, 1%, -14, 316%[activator], 0.1%, ., -2, 3%
Cc1nc2c(C)cccn2c(=O)c1NC(=O)c1ccc(Br)o1
→ 17%, -9%, 2%, ., 3%, 17, 4%, 5.2%, ., ., .

# Next compounds:
Structure,a7 integrin act,PTAP TSG101 blk,BCR signal inh,GALK inh,Tb PFK block,Giardia kill,S-ASM inh,B2AR arrestin,Menin MLL FP TR,FBPA coupling cs,PKM2 activator
Cc1cc(S(=O)(=O)N2CCCCC2CCNC(=O)C(=O)NC2CC2)ccc1F (stereo not given),14%,0%,5%,.,-15%,2,-2%,-0.1%,.,.,.
CN(Cc1ccc(F)cc1)Cc1nc(CCc2ccccc2)no1,5%,0%,11%,5%,0%,-16,-4%,0.0%,-21%,0,-20%
N#C/C(=N\Nc1ccccc1[N+](=O)[O-])C(=N)N1CCCCC1,4%,-5%,0%,9%,-2%,-12,-16%,0.0%,-5%,1,.
CSc1nnc(C)c(=O)n1COC(=O)c1cc(Cl)ccc1[N+](=O)[O-],25%,-7%,?,-2%,4%,10,-1%,0.0%,23%,0,0%
CCCC(=O)Nc1sc2c(c1C(=O)OCC)CC(C)(C)OC2,-9%,-1%,-2%,5%,-1%,4,-4%,-0.2%,3%,1,-3%

# Already shown: 2 of the compounds above.
Structure,a7 integrin act,PTAP TSG101 blk,BCR signal inh,GALK inh,Tb PFK block,Giardia kill,S-ASM inh,B2AR arrestin,Menin MLL FP TR,FBPA coupling cs,PKM2 activator
COc1ccc(-c2nc(N)nc(N)n2)c(O)c1,22%,-2%,?,.,-1%,6,3%,0.3%,.,.,.
Cc1ccc(Nc2nc(N)nc(CSc3nc(C)cc(C)n3)n2)cc1,-20%,-3%,.,2%,.,-8,0%,.,-9%,1,2%

# From PubChem
